PME-1 inh: blocks human protein phosphatase methylesterase 1; Q9Y570; recombinant PME-1, FP-Rh probe fluorescence polarization; inhibition, % at 5.9 µM; 0.53% of 320,000 active; AID 2130;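 active = inhibition above the campaign mean of all compounds plus 3 SD, cut at about 26% in these data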;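 also: competitive labeling of PME-1 active site by serine hydrolase directed probe; 0% = PME-1 with DMSO and 100% = wells lacking PME-1 enzyme; inhibitors block probe labeling so polarization falls and inhibition rises; many of its hits are not listed in these tables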
Target sequence (Q9Y570 whole entry, looked up): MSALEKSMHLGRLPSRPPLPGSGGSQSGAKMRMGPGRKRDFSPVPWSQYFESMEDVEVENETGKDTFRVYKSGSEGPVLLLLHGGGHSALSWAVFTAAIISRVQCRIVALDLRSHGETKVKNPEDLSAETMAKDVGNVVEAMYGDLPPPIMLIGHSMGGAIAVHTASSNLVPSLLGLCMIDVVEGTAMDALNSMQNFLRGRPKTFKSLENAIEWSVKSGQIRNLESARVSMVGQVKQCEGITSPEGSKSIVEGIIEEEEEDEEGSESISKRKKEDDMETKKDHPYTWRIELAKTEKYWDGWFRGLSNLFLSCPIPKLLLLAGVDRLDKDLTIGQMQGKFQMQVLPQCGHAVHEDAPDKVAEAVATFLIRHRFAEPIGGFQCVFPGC
Bcl-xL primary: Bcl-xL (human) inhibition | AID 2129 | GST-Bcl-xL / FITC-Bim BH3 peptide fluorescence polarization | inhibition, % at 10.9 µM | 0.7% of 320,000 active;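 active = inhibition above the mean of all tested compounds plus 3 SD, cutoff set per campaign, cut at about 30% in these data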;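 also: 0% = DMSO wells and 100% = unlabeled Bim-BH3 peptide competitor; inhibitors lower millipolarization by displacing the labeled peptide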
pPAFAH inh: pPAFAH (human) enzyme inhibition. Q13093. inhibition, % at 3.39 µM. recombinant pPAFAH, FP-rhodamine probe fluorescence polarization. 1.5% of 330,000 active. AID 463082;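 active = inhibition above the mean inhibition across the screen plus 3 SD, cut at about 25% in these data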;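 also: inhibitors block binding of the rhodamine activity-based probe so polarization drops; 0% = enzyme with DMSO and 100% = wells lacking pPAFAH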
MEX-5 binding: C. elegans MEX-5 TCR-2 RNA binding activity; Q9XUB2; MEX-5/FITC-TCR2 RNA binding, fluorescence polarization; active compounds read low; activity score (negative = inhibition of binding), % at 10 µM; 0.38% of 300,000 active;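 active = inhibition past about -25% in most replicates, and total fluorescence under double the plate's negative control median, limit read from the data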;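 also: 0% = DMSO and -100% = 5 µM competing unlabeled TCR2 RNA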
GLD-1 TGE inh: GLD-1-TGE RNA interaction inhibition (C. elegans). inhibition, % at 5.96 µM. 0.44% of 320,000 active. purified GLD-1 + fluorescein TGE RNA, fluorescence polarization. AID 2280. Q17339;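 active = percent inhibition above a per-plate cutoff, the plate mean of test compounds plus 3 SD, cut at about 30% in these data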;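 also: 0% = DMSO wells with GLD-1 and probe and 100% = wells lacking GLD-1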
Target sequence (Q17339 whole entry, looked up): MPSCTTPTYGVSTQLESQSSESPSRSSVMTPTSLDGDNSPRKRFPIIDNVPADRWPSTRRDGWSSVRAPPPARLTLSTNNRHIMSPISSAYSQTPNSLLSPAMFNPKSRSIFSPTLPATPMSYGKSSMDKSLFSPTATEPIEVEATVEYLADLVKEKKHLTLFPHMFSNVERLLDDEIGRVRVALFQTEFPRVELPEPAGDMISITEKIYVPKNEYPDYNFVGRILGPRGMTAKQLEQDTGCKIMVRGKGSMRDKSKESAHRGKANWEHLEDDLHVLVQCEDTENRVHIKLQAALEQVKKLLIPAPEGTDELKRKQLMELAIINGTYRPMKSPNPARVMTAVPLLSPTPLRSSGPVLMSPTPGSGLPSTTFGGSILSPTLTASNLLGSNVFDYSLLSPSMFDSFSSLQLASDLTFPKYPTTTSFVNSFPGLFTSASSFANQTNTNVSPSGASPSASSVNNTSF
PAFAH1B2 FP inh: inhibitors of human PAFAH1B2; 1.2% of 340,000 active; inhibition, % at 3.39 µM; AID 492953; recombinant PAFAH1B2, FP-rhodamine activity probe, fluorescence polarization; P68402;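 active = inhibition above the mean of all tested compounds plus 3 SD, cut at about 24% in these data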;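 also: 0% = enzyme with DMSO and 100% = wells lacking PAFAH1B2; many of its hits are not listed in these tables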
Target sequence (P68402 whole entry, looked up): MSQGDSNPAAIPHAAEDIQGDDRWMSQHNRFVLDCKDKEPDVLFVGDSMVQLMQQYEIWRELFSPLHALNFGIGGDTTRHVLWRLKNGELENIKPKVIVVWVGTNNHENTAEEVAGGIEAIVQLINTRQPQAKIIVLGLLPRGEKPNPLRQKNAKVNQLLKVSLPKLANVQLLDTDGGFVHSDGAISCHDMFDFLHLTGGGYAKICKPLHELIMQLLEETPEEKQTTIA
Fam108B counter: blocks mouse Fam108B hydrolase in RBBP9 counter-screen; recombinant Fam108B, FP-Rh probe fluorescence polarization; inhibition, % at 9.51 µM; 0.33% of 300,000 active; AID 1947;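 active = inhibition above the screen mean inhibition plus 3 SD, computed separately per campaign, cut at about 18% in these data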;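 also: inhibitors lower polarization as less probe binds the enzyme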
MCL1-BIM inh: disrupts human MCL1 binding to BIM-BH3 peptide; Q07820; GST-MCL1 / FITC-Bim-BH3 fluorescence polarization; inhibition, % at 10.9 µM; 0.68% of 320,000 active;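 active = inhibition above the mean inhibition of all tested compounds plus 3 SD, set per campaign, cut at about 40% in these data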;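 also: 0% = DMSO wells and 100% = unlabeled Bim-BH3 peptide control; higher means more loss of mP so more displacement of Bim peptide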
AHR activator: human AHR activation; P35869; AHR-responsive luciferase reporter cells, luminescence; activation, % at 5 µM; 2.5% of 320,000 active; in the data active = activation above about 47%;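 also: 0% = vehicle wells and 100% = reference agonist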
* hit, by the source's call; / = not tested or not shown. The list is partial; the hit share may differ from the screen's.

Every second line gives: PME-1 inh	Bcl-xL primary	pPAFAH inh	MEX-5 binding	GLD-1 TGE inh	PAFAH1B2 FP inh	Fam108B counter	MCL1-BIM inh	AHR activator
1	Cn1cnnc1Sc1ccc(CN2CCN(C3CCCC3)C(CCO)C2)o1 (stereo not given)
  1	-1	1	-0.7	5	2	7	-4	1
2	O=C(O)COc1cccc2nsnc12
  1	6	8	-1.9	1	3	3	4	1
3	O=C(O)COc1ccccc1/C=N/NC(=O)CN1CCN(Cc2ccc(Cl)cc2)CC1
  3	4	9	-1.5	1	4	0	6	-1
4	Cc1c(Cl)cccc1Nc1nc(N)nc(CSC(=S)N2CCOCC2)n1
  3	4	-1	-0.9	-2	5	0	2	12
5	CC(=O)Nc1cc2c(cc1C(=O)c1ccc(C)cc1)OCCO2
  -1	0	5	0.2	4	-1	-2	-4	12
6	CC(Sc1ccccc1)C(=O)NCC(c1ccco1)N1CCCCC1 (stereo not given)
  1	7	3	-1.4	-1	7	-1	5	4
7	CCCCCC#CCN1CCN(C23CC4CC(CC(C4)C2)C3)CC1
  -2	5	2	/	2	5	/	9	0
8	CCOc1ccc(N2C(=O)CC(Cc3ccccc3OC)C2=O)cc1 (stereo not given)
  1	1	1	-0.3	0	8	-1	-1	-2
9	CC(C)(c1ccccc1)c1ccc(OCCn2cnc3ccccc3c2=O)cc1
  -8	-1	12	3.2	-4	13	-3	8	0
10	S=C(NCCc1ccccc1)N/N=C/c1c(Cl)cccc1Cl
  -10	5	-6	1.0	6	-5	-15	16	15
11	COc1ccc(OCc2csc(N)n2)cc1
  2	1	-1	2.9	6	3	5	8	7
12	COc1ccccc1NC(=O)CN1CCN(CC(=O)Nc2ccc(S(N)(=O)=O)cc2)CC1
  -2	5	3	-0.8	3	-3	1	3	0
13	CCCCn1cnc2sc(-c3ccccc3)cc2c1=O
  -2	2	1	3.1	-3	5	4	6	-9
14	COc1ccc(C=NNC(=O)c2ccccc2OCc2ccc(F)cc2)c(OC)c1
  /	/	-5	/	0	4	/	/	24
15	Cc1cc(N/N=C\c2ccccc2)nc(-c2ccccc2O)n1
  -7	1	10	-0.2	5	0	8	4	82*
16	O=C(NCc1ccncc1)Nc1ccc(Cl)cc1Cl
  -4	1	-4	-0.2	-3	-2	-4	5	49*
17	CC1(C)Cc2nc(-c3ccccc3)nc(NNC(=O)c3ccco3)c2CO1
  -4	2	4	0.0	-2	4	-1	2	21
18	Cc1ccc(C(=O)Nc2ccccc2)cc1S(=O)(=O)N1CCN(C)CC1
  -2	0	2	0.2	-8	-1	-5	4	6
19	CC(=O)Nc1sc(/C(C#N)=C\c2cccc(Cl)c2)nc1-c1ccc(C)cc1
  -3	-10	1	-0.8	-41	-9	-12	-42	26
20	COc1cc(O)oc1C=Nc1ccc(Cl)cc1Cl
  1	1	6	-0.5	-2	1	-2	1	5
21	Cc1cccc(N(C)S(=O)(=O)c2c(C)[nH]c(C)c2C(=O)N2CCCC2)c1
  7	2	2	-1.1	1	3	2	1	1
22	COc1ccc(C(CNc2ccc(S(=O)(=O)N3CCCC3)cc2[N+](=O)[O-])N2CCCC2)cc1 (stereo not given)
  14	-1	4	-1.9	5	3	6	2	0
23	COc1ccc(N2C(=O)CC(Sc3n[nH]c(-c4cccc(C)c4)n3)C2=O)cc1 (stereo not given)
  -3	5	4	-0.2	0	/	-4	-1	4
24	COc1ccc(-c2nc(N)sc2C2(O)C(=O)Nc3c(Br)cc(F)cc32)cc1OC (stereo not given)
  -2	1	0	-1.5	1	1	-1	0	1
25	O=C(NCCCCc1ccccc1)c1ccc(F)cc1
  1	0	-1	-0.3	-1	3	1	3	-3
26	Cc1ccc2c(Cl)c(C(=O)Nc3ccc4c(c3)OCO4)sc2c1
  9	4	5	2.3	1	-1	2	-2	5
27	O=C(NC1CCCCC1)C(c1ccco1)N(Cc1ccco1)C(=O)c1ccco1 (stereo not given)
  -2	5	0	2.4	-1	-2	2	2	-1
28	C=CCn1c(SCC(=O)Nc2cc(C)on2)nc2c([nH]c3ccccc32)c1=O
  -2	-7	2	-0.8	-3	-5	-2	-2	44
29	COc1ccc(-n2nnnc2SCC(=O)N2C(C)CCCC2C)c(OC)c1 (stereo not given)
  -6	-1	2	-0.8	4	2	-4	-8	0
30	Cc1ccc(O)c(C(=O)c2cnc3c(c2)c(C)nn3C)c1
  -6	3	-2	-1.8	0	5	3	-5	12
31	O=C(O)c1ccccc1NS(=O)(=O)c1ccc2c(c1)OCCO2
  2	0	1	-0.4	-7	7	-2	-7	-1
32	N#Cc1ccccc1OCC(=O)Nc1ccc(S(=O)(=O)N2CCOCC2)cc1
  /	/	-2	/	1	4	/	/	0
33	CNC(=S)N1N=C(c2ccccc2)CC1c1ccccc1Cl (stereo not given)
  -2	5	-8	-0.3	-1	0	-7	-6	3
34	O=C(CN1CCN(Cc2ccc(F)cc2Cl)C1=O)NCCc1ccccc1
  -1	3	1	-0.5	-1	6	-1	-1	0
35	COc1ccc(CNCC(O)(c2ccccc2)c2ccccc2)cc1OC
  -3	4	1	1.0	-4	0	-3	3	1
36	C=CCn1c(SCn2nnc3ccccc3c2=O)nnc1C1CCCCC1
  7	-1	0	0.9	10	2	2	-7	-3
37	C/C(=N/NC(=O)c1ccccn1)c1ccco1
  4	3	4	-3.8	-1	3	-4	9	0
38	O=C(NC(=O)N1CCN(C(c2ccccc2)c2ccccc2)CC1)c1ccccc1
  -14	-3	-2	2.0	-5	-3	-1	-4	0
39	COC(=O)c1ccc(CN(c2ccccc2Cl)S(C)(=O)=O)cc1
  -7	0	-5	0.9	-2	-3	0	-4	1
40	COc1ccc2sc(-c3ccc(S(C)(=O)=O)cc3)c(-c3ccc(C(N)=O)cc3)c2c1
  /	/	4	/	4	-1	/	/	18
41	CCc1ccc(-c2cc(C)no2)cc1S(=O)(=O)N1CCCN(Cc2ccc(F)cc2)C1
  0	10	3	12	2	3	0	4	2
42	O=C(CN1CCN(C(=O)c2ccccc2)CC1)Nc1cc(S(=O)(=O)N2CCCC2)ccc1Cl
  15	-2	2	/	5	1	/	-5	-1
43	Cc1ccc(N(C(=O)c2ccc(S(=O)(=O)N3CCOCC3)cc2)C2C=CS(=O)(=O)C2)cc1 (stereo not given)
  -7	-3	-8	1.1	2	-2	-4	2	-2
44	OCCC1CN(Cc2ccccn2)CCN1C1CCCC1 (stereo not given)
  -6	1	-10	-0.5	6	-2	0	-3	2
45	COc1ccc2nc3cc(Cl)ccc3c(C#N)c2c1
  -9	22	-2	-3.2	24	1	-2	26	44
46	Nc1ccc(Br)c2c1C(=O)c1ccccc1C2=O
  26*	46*	25*	-1.8	16	/	1	40*	95*
47	CCCc1cc(=O)[nH]c(SCC(=O)c2cc(C)n(CC(F)(F)F)c2C)n1
  2	5	22	2.3	4	4	-1	10	6
48	Cn1nc(-c2ccccc2F)c2cc(C(=O)N3CCN(C(=O)c4ccco4)CC3)sc21
  3	9	6	-3.2	2	4	-2	2	66*
49	N/C(=N\OC(=O)c1cccs1)c1ccc(Cl)cc1
  -3	8	9	4.9	6	/	0	9	25
50	COC(=O)c1ccc2c(=O)n3c(nc2c1)SCC(c1ccccc1)=N3
  4	6	-6	-5.2	4	3	-1	6	4
51	O=C(NNc1c2ccccc2nc2ccccc12)c1ccccc1Cl
  -8	16	18	1.6	2	2	-6	27	58*
52	Cn1cc(CC(=O)NCCN2CCOCC2)c2ccccc21
  6	2	-7	-2.2	7	4	-2	5	1
53	Cc1ccc(NC(=O)CSCC(=O)N2CCN(Cc3ccc4c(c3)OCO4)CC2)cc1
  7	10	6	0.7	1	2	-1	3	1
54	N#CSCC(=O)c1cccc2ccccc12
  4	8	7	/	1	1	1	10	11
55	Nc1nc(SCc2ccc(Cl)cc2Cl)n[nH]1
  2	7	4	0.3	9	8	2	4	1
56	O=S(=O)(c1cccc(COc2c(Cl)cccc2Cl)c1)N1CCOCC1
  -5	0	7	-1.4	12	8	1	0	8
57	C/C=C/C(=O)Nc1cccc(C2=NOC3(C2)C[C@@H](C(N)=O)N(C(=O)c2cc([N+](=O)[O-])cc([N+](=O)[O-])c2C)C3)c1 (stereo not given in full)
  -9	0	3	-3.9	1	1	-3	1	2
58	O=C(Nc1ccc(Oc2ccc3c(c2)C(=O)N(c2ccc(O)cc2)C3=O)cc1)c1cccs1
  -108	3	-7	-2.7	-2	-42	-68	-2	-2
59	CC(C)[C@H](NC(=O)c1ccccc1Cl)C(=O)OCC(=O)NC(=O)NCc1ccco1
  /	/	9	/	3	-2	/	/	0
60	CCOc1ncccc1C(=O)OCC(=O)c1ccccc1
  4	4	6	-0.1	5	-3	0	2	0

(further entries)
Every second line gives: PME-1 inh	Bcl-xL primary	pPAFAH inh	MEX-5 binding	GLD-1 TGE inh	PAFAH1B2 FP inh	Fam108B counter	MCL1-BIM inh	AHR activator
61	O=C1C(=O)c2ccccc2C(O)=C1c1cccc([N+](=O)[O-])c1
  3	3	4	/	-4	/	-1	4	3
62	O=C(Nc1cccnc1Cl)c1ccc(S(=O)(=O)N2CCCCCC2)cc1
  5	-1	0	-0.3	-2	3	7	-2	-3
63	O=C(COC(=O)c1ncc(Cl)c(Cl)c1Cl)NC(=O)c1ccccc1
  0	-1	2	1.0	-5	4	-1	8	-1
64	COC(=O)[C@H](CC(C)C)NC(=O)N1CCC(C)CC1
  -6	6	-2	-0.4	-1	9	-3	4	-2
65	CN(C)CCNC(=O)C1(O)c2cc(Br)ccc2NC(=O)N1c1ccc(Cl)cc1 (stereo not given)
  -7	6	0	0.8	1	4	2	-2	3
66	Cc1ccc(NC(=O)c2cc(NC(=O)c3ccco3)ccc2N2CCOCC2)cc1Cl
  -1	0	8	0.8	5	1	-1	4	5
67	NC(=O)c1ccc(=O)n(Cc2ccc(Cl)cc2Cl)c1
  -1	2	-1	1.1	-4	4	-1	-6	17
68	CC(C)c1c(C(=O)N/N=C/c2ccncc2)nnn1-c1nonc1N
  -4	7	0	-1.8	7	-1	13	-4	4
69	COc1ccc(NC(=O)CN2C(=O)NC3(CCCC3)C2=O)cc1OC
  3	-2	4	-0.3	5	-3	-4	-12	-2
70	COc1cccc(C2(O)C(=O)Nc3ccccc32)c1 (stereo not given)
  1	4	-3	1.6	2	4	-2	-5	2
71	O=C(COc1ccc2c(c1)CCC2)N1CCN(c2ccccc2F)CC1
  -1	0	6	0.6	-2	4	-5	2	0
72	CC(C(=O)NC1CCCCC1)N1CCN(S(=O)(=O)c2cccs2)CC1 (stereo not given)
  -1	-3	0	/	4	3	/	-17	3
73	O=C(Nc1ccc(Br)cc1)c1cccc(-n2cnnn2)c1
  -1	-5	5	0.7	4	7	-5	-6	91*
74	Cn1nc(C(F)(F)F)c(-c2ccc(Br)cc2)c1NC(=O)Nc1ccc(F)cc1F
  -11	-2	-13	0.8	2	1	-10	-4	0
75	Cc1cc(=O)oc2c(C)c(OCC(=O)N3CC[C@@]4(O)CCCC[C@H]4C3)ccc12
  1	-2	8	1.9	1	5	-4	0	0
76	CC(C)(C)C(=O)N(Cc1ccc(Cl)cc1)c1cnccn1
  -1	2	5	0.3	-5	0	-1	5	1
77	COC(=O)c1cc2c(ccn2-c2ccc(F)cc2)n1CC(=O)C(C)(C)C
  8	1	11	-0.8	6	-2	-2	-1	30
78	Cc1ccc(-c2nn(-c3ccc(F)cc3)cc2C(=O)NC2CCC(O)CC2)cc1 (stereo not given)
  2	1	4	1.2	-2	0	-2	5	-1
79	CC(=O)c1c(C)[nH]c(C(=O)N2CCN(c3ncccn3)CC2)c1C
  -1	4	5	-0.7	1	0	2	5	4
80	CCCN(CCC)c1nc2ccccc2n2c(C)nnc12
  -3	-3	5	0.2	3	3	1	-8	17
